From PubChem
PG9 binder: small molecules binding HIV-1 gp120 antibody PG9; 360,000 compounds, 0.43% hits; inhibition, % at 6.7 µM; TR-FRET gp120-PG9 antibody binding; AID 624416; in the data active = inhibition above about 8.5%
LEDGF integ inh: blocks HIV-1 LEDGF/p75-dependent DNA integration; AID 743269; TR-FRET IN-LEDGF/p75 DNA integration, Eu/Cy5; 370,000 compounds, 0.64% hits; inhibition, % at 3.7 µM;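 active = inhibition above the screen-wide mean plus 3 SD, cut at about 13% in these data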;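 also: signal is the Cy5 over europium emission ratio at 671 and 618 nm; 0% = plate median of compound wells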
NR1D1 modulator: modulates human Rev-erb alpha binding to DNA. Rev-erbα–FITC-DNA binding, fluorescence polarization, 90 min. activity, % at 10 µM. 370,000 compounds, 0.79% hits;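 active = activity above about 14%, limit read from the data; passing the limit was not always enough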;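 also: 0% = DMSO wells with 35 nM protein and 100% = DMSO wells with 750 nM protein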
TCR-CD3 inh: blocks the human TCR-CD3 interaction; TAMRA-labeled TCR probe fluorescence, biochemical; inhibition, % at 9.4 µM; 360,000 compounds, 0.37% hits; in the data active = inhibition above about 19%;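 also: recombinant mutant TCR 2C K166C tagged with TAMRA read by polarization; 0% = receptor in buffer alone and 100% = receptor with positive control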
HTRA1 inh: inhibitors of human serine peptidase HTRA1; Q92743; recombinant HTRA1, FP-rhodamine activity-based probe, fluorescence polarization; inhibition, % at 5.96 µM; 340,000 compounds, 0.5% hits; in the data active = inhibition above about 36%;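 also: 0% = enzyme with DMSO and 100% = wells lacking enzyme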
UHRF1 binding: blocks human UHRF1 binding to methylated DNA. 370,000 compounds, 0.75% hits. UHRF1 binding to methylated oligo, TR-FRET. inhibition, % at 4.4 µM. Q96T88; in the data active = inhibition above about 21%;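 also: UHRF1 SRA domain binding a hemimethylated CpG hairpin DNA probe; 0% = median of test compound wells and 100% = reference inhibitor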
Target sequence (Q96T88 whole entry, looked up, the tested form may be a part): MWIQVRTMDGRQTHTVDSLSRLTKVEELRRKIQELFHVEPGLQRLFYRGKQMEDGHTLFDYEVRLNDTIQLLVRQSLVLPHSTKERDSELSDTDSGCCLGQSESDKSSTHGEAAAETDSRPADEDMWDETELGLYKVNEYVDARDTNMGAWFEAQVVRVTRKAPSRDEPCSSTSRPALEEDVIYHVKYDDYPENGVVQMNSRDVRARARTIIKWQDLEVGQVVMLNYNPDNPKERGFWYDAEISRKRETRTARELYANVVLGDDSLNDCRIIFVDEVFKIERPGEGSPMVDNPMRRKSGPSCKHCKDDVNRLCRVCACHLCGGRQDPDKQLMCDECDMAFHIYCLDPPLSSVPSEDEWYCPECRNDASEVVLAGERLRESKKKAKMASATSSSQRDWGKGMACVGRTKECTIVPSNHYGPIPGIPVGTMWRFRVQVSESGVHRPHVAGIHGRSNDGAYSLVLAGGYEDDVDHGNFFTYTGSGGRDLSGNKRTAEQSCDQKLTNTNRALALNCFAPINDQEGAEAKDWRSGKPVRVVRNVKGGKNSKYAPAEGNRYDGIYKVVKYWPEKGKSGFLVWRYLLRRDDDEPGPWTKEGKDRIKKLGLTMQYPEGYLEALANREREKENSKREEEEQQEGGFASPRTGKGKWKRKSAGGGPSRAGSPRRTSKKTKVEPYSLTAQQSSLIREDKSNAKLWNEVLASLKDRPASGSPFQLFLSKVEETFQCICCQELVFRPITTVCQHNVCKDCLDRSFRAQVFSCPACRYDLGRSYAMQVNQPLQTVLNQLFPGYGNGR
rCAG binder: binds r(CAG) RNA repeats. r(CAG) RNA repeat, TO-PRO-1 dye displacement fluorescence. 370,000 compounds, 1.3% hits. inhibition, % at 3 µM;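 active = inhibition above the plate cutoff, the mean of all test compounds on that plate plus 3 SD, cut at about 35% in these data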;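 also: 0% = DMSO alone and 100% = 100 µM mitoxantrone as full dye displacement; higher means more dye released from RNA so lower well fluorescence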
PRMT1 inh: inhibitors of human PRMT1; Q99873; recombinant PRMT1, activity-based probe fluorescence polarization; inhibition, % at 2.79 µM; 370,000 compounds, 1.3% hits;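 active = inhibition above about 21% made by adding two undisclosed values, limit read from the data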
MBD2 inh: MBD2-methylated oligo binding inhibition | Q9UBB5 | TR-FRET, MBD2 binding to methylated oligonucleotide | inhibition, % at 4.4 µM | 370,000 compounds, 0.31% hits; in the data active = inhibition above about 13%
ABHD4 inh: ABHD4 (mouse) inhibition, primary FP screen; inhibition, % at 8.92 µM; purified mABHD4, FP-Rh probe fluorescence polarization; 370,000 compounds, 0.54% hits; Q8VD66; AID 720543;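 active = inhibition exceeding the mean over every tested compound plus 3 SD, cut at about 30% in these data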;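 also: 0% = plate median of compound wells and 100% = S159A mutant with DMSO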
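system = mouse ABHD4 enzyme, wild type | medium = HEPES pH 7.0, NaCl, Pluronic buffer | also added = FP-Rh probe | incubation = Enzyme–compound pre-incubation 45 min, then probe 60 min, both 25 °C | technique = fluorescence polarization, excitation 525 nm, emission 598 nm, BODIPY TMR filters | controls = S159A mutant high control, sample median low control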
* hit, by the source's call; . = not tested or not shown. Not all compounds are listed. The share of hits here may be higher or lower than overall.

Values run as follows: PG9 binder, LEDGF integ inh, NR1D1 modulator, TCR-CD3 inh, HTRA1 inh, UHRF1 binding, rCAG binder, PRMT1 inh, MBD2 inh, ABHD4 inh
1: CC(C)(C)N1C(=O)[C@H]2[C@@H](c3ccc(Br)cc3)N3C(=O)N(c4cccc(Cl)c4)C(=O)[C@@]3(C)[C@H]2C1=O
 : -1.3, 2, 2, -3, -107, 2, 5, -1, -5, -19
2: CCC(=O)c1ccc(N2CCN(C(=O)COc3ccc(F)cc3)CC2)c(F)c1
 : -0.2, -2, 10, 11, 2, -1, 2, -4, -6, -3
3: CN(C)S(=O)(=O)c1ccc(NC(=O)CN2CCOCC2)cc1
 : 1.3, 9, 2, -5, -2, 0, 0, -2, -7, 0
4: CCOc1ccc(-c2cc(CCCC(=O)NCCc3ccc(OC)c(OC)c3OC)no2)cc1
 : 0.1, 1, -1, 5, -1, -1, -4, -1, 0, 1
5: COC(C/C=C/[C@H](O)COCc1ccccc1)OC
 : 0.1, 2, 1, -1, -1, 3, -2, -1, 2, 8
6: Cn1c(SCC(=O)NCCc2ccccc2)ncc(C(=O)Nc2ccccc2)c1=O
 : 4.8, 0, 30*, -2, 0, 2, -1, 4, -1, -6
7: Cn1c(SCC(=O)NC2CCCC2)nnc1-c1cccs1
 : -0.7, -2, 4, 3, 6, -3, 0, -2, 2, 3
8: Cc1ccc(Nc2nnc(SCC(=O)N(C)C3CCS(=O)(=O)C3)s2)cc1 (configuration not stated)
 : -2.1, -7, 3, -6, -4, 6, 3, 0, 3, -4
9: Cc1cc(C(=O)NN)c2cc(Br)ccc2n1
 : -2.2, -3, -3, 5, -2, 0, 6, -1, 1, -3
10: COc1cc(CNc2ccc(N3CCCC3)cc2)ccc1OCc1ccccc1
 : -3.7, 5, -8, 0, 28, -6, 12, 5, -5, 24
11: CC(C)c1ccc(NC(=O)Cn2nnc(C(=O)NCc3ccco3)c2N)cc1
 : -2.3, 2, -9, 1, -4, 17, 3, 5, -1, 2
12: Cc1ccc(/C=N/NC(=O)C(O)c2ccccc2)o1 (configuration not stated)
 : -1.3, -1, -2, -4, 8, 1, -2, 8, 3, 13
13: COC(=O)C1=C(C)N(Cc2ccccc2C(F)(F)F)C(=NCc2ccccc2)NC1c1cccc(C(F)(F)F)c1 (configuration not stated)
 : -1.6, 4, -3, 1, ., 2, 1, -5, -1, 10
14: COc1ccc(CCNC(=O)CSc2ccc(Br)cc2)cc1OC
 : -2.1, -1, 0, 1, 4, 1, -1, 1, 5, 7
15: COC(=O)c1ccc(C(=O)N2CCCC(C)(C(=O)NS(=O)(=O)C3CC3)C2)cc1 (configuration not stated)
 : 0.6, 3, 0, 10, ., 0, 5, -2, -9, 1
16: CC1=CS(=O)(=O)CC1Sc1nc2ccccc2[nH]1 (configuration not stated)
 : -0.9, 0, 1, 1, 1, 2, -1, 0, 4, -4
17: Cc1ccc([N+](=O)[O-])cc1N/C=C1\CCc2ccccc2C1=O
 : -1.5, 7, 4, 12, -3, 2, 4, 3, -1, -10
18: Cc1cc(N2CCCC2=O)ccc1S(=O)(=O)NC1CCCCC1
 : 0.5, -3, 3, 0, 2, 0, -1, 0, 1, 4
19: CCC(C)NC(=S)Nc1ccc2nc(N3CCN(CC)CC3)cc(C)c2c1 (configuration not stated)
 : -2.3, 6, -3, -3, 6, 1, -9, -3, -2, -1
20: N#Cc1ccc(S(=O)(=O)N2CCCCC2c2cc(C(=O)Nc3cccc4c3CCCC4)no2)cc1 (configuration not stated)
 : -1.4, -3, -2, 3, ., 6, 8, 3, 0, 6
21: COc1ccccc1C1CCN(C(=O)c2ccc(Cl)cc2)CC1
 : 0.0, 2, 0, 2, -8, -1, -2, 1, -3, 4
22: COc1ccccc1CNC(=O)CCNS(=O)(=O)c1cc(Br)cnc1N
 : -2.2, 8, 0, -2, 3, 0, 0, -5, -4, -12
23: Cc1cccc(NC(=O)C2CC(O)CN2C(=O)Oc2ccccc2)c1 (configuration not stated)
 : 0.3, 0, -3, -1, 1, -2, 0, -1, 3, 6
24: Nc1nnnn1-c1cccc([N+](=O)[O-])c1
 : -1.9, 0, 0, 4, -4, 0, 3, -3, -7, 0
25: COc1ccc(OC)c(NC(=O)C2CCN(S(C)(=O)=O)CC2)c1
 : -2.7, -3, 8, -4, 1, -1, 2, 0, -4, 4
26: COc1ccc(C(=O)C[n+]2cc(Br)cc3ccccc32)cc1[N+](=O)[O-]
 : -2.5, -5, 8, 4, -2, 5, 6, 15, 8, 3
27: CCOc1ccc(C(=O)CCN2CCCCC2)cc1
 : 0.5, 0, 2, -1, -1, -1, -2, 15, 0, 0
28: COCCNC(=O)Cc1c(C)c2cc3c(cc2oc1=O)OC(C)(C)CC3
 : -0.2, -3, 4, -1, 4, 0, -2, 0, 2, 4
29: COc1ccc(NC(=O)CCC2CCCCC2)cc1S(=O)(=O)N1CCCCC1
 : -0.1, -3, 1, 4, -20, 2, 2, 2, 5, -4
30: COc1ccc(NS(=O)(=O)c2cccc(C(=O)N/N=C/c3c(F)c(F)c(F)c(F)c3F)c2)cc1
 : -0.1, 3, -3, -15, -22, 6, 15, 4, -1, -37
31: O=[N+]([O-])c1ccc(S(=O)(=O)Nc2ccc(-c3csc(-c4ccccc4)n3)cc2)cc1
 : -1.4, 3, -2, 1, ., -2, 79*, 0, -5, -70
32: O=C(N/N=C/c1ccco1)c1cc(-c2cccs2)[nH]n1
 : 0.9, 3, 5, -7, -14, -2, 6, 6, 3, -4
33: CCn1c(=O)n(CC)c2cc(N3CCCC3)c(NC(=O)c3ccc(F)cc3)cc21
 : -4.4, 0, 4, 1, 2, 0, -3, 3, 1, 9
34: O=C(NCCc1ccccc1)c1ccc(=O)oc1
 : 1.1, 1, -6, -9, 5, -4, 33, -1, 0, 5
35: COc1ccc(NC(=O)c2c(SC)nsc2SC)cc1
 : 3.0, -4, 13, 3, 2, -1, 3, 2, -2, 0
36: COC(=O)c1cccc(NC(=O)CN2C(=O)c3ccccc3C2=O)c1
 : -3.0, 4, 5, 2, 0, -1, -1, 4, 5, -4
37: CCOC(=O)c1nccnc1C(=O)Nc1cccc(C(F)(F)F)c1
 : -0.6, 0, -2, -3, 4, 0, -5, 1, 1, 0
38: Cc1cc(C)c(OCCCCn2cnc3ccccc3c2=O)c(C)c1
 : -4.5, 1, -2, -2, -2, -1, -4, -1, 2, -5
39: CC1CC(C)CN(CC(=O)Nc2ccc(S(N)(=O)=O)cc2)C1 (configuration not stated)
 : -0.4, 1, 4, 3, -5, -1, -1, -1, -1, 3
40: CCOC(=O)c1nc(NCc2ccccc2)sc1C
 : 1.2, -1, -2, -4, -14, -2, 0, 7, -1, 11
41: CC(C)CCNC(=O)C(c1ccc(O)cc1)N(C(=O)C1COc2ccccc2O1)c1cccc(O)c1 (configuration not stated)
 : -1.6, -1, 1, 3, -24, -1, 2, 0, -4, -8
42: Cc1ccccc1OCCn1cc(C(=S)N2CCCC2)c2ccccc21
 : -1.4, -1, 1, -9, -16, -1, 9, 3, -1, 3
43: COc1ccc(CNC(=O)c2ccccc2NS(C)(=O)=O)cc1
 : -1.2, -1, 0, 0, 9, 2, -2, 2, 0, -1
44: Nc1nc(N2CCCCC2)c(C=O)c(N2CCCCC2)n1
 : -1.0, -3, 0, -3, 5, -2, -1, -4, -4, -1
45: C=CCn1c(=O)c(C(=O)Nc2ccccc2O)c(O)c2ccccc21
 : -0.5, 3, -1, 2, 10, 0, 30, 3, 3, 2
46: CC(C)(C)c1ccc(C(=O)NCCN2CCCC2)cc1
 : -2.2, 0, 0, 10, 0, 0, 0, -5, 3, -3
47: CCN(CC(=O)Nc1ccccc1OC)C(=O)CC1CCCC1
 : 0.8, 5, -7, 2, 8, -1, -2, -1, -2, 4
48: Cn1c(=O)n(CC(=O)Nc2ccccc2)c2ccccc21
 : -0.1, 0, 1, -1, 5, 1, -1, 0, 7, 0
49: CC1(C(=O)NS(=O)(=O)C2CC2)CCCN(C(=O)c2ccccc2C(F)(F)F)C1 (configuration not stated)
 : 0.9, -1, -11, 2, ., 0, 3, 1, -3, 2
50: Cc1ccc(S(=O)(=O)N(C)C)cc1NC(=O)CSc1ncn[nH]1
 : 0.3, -3, -2, 3, 6, -1, -1, 2, -1, 4
51: CCOC(=O)C1=C(C)NC2=C(C(=O)CC(c3ccc(OC)c(OC)c3)C2)C1c1ccc(C)o1 (configuration not stated)
 : 1.3, -4, 2, -3, -5, 4, -3, 3, 0, 2
52: CC(=O)N1CCN(C(=O)c2ccc3c(c2)OCCO3)CC1
 : -0.2, -3, 2, 6, 8, -2, -2, -1, 2, 1
53: COCCn1c(=O)c2c(nc3n2CC(C)CN3CCc2ccccc2)n(C)c1=O (configuration not stated)
 : -1.6, -3, -1, 5, 5, 1, -10, -2, 1, 6
54: COc1cc(/C=C(\C#N)c2ccccn2)ccc1OCc1ccccc1Cl
 : -2.7, -2, -6, 3, -26, 0, -2, -1, 1, -4
55: COC(=O)c1ccc(OCC(=O)c2ccccc2OC)cc1
 : -0.2, -3, 2, 7, -8, 1, -2, -1, 2, -4
56: COc1cc(OC)c(OC)cc1/C=N/Nc1nc2ccccc2[nH]1
 : -18, -6, -6, 1, 14, -2, 9, 0, -1, 21
57: O=S(=O)([N-]c1nc2ccccc2nc1-n1cc[n+](Cc2ccccc2)c1)c1ccc(Br)cc1
 : -1.1, 3, 67*, 3, ., 0, 0, -6, -5, 0
58: CCOC(=O)N1C2=NC(C(=O)OC)=C(C(=O)OC)[C@@H]3N(C)c4ccc(OC)cc4[C@]23C[C@H]1C(=O)OC
 : -2.0, -3, -1, 3, -1, -1, -10, -2, -2, 5
59: CCn1c(SCC(=O)N/N=C/C=C\c2ccccc2[N+](=O)[O-])nnc1-c1ccccc1
 : -1.7, 0, -8, 3, 0, 3, 14, -1, -1, 5

Complete entries as entered above. Order of screens: PG9 binder, LEDGF integ inh, NR1D1 modulator, TCR-CD3 inh, HTRA1 inh, UHRF1 binding, rCAG binder, PRMT1 inh, MBD2 inh, ABHD4 inh
COc1cc(/C=C(\C#N)c2ccccn2)ccc1OCc1ccccc1Cl is entered as -2.7, -2, -6, 3, -26, 0, -2, -1, 1, -4
Cn1c(=O)n(CC(=O)Nc2ccccc2)c2ccccc21 is entered as -0.1, 0, 1, -1, 5, 1, -1, 0, 7, 0
